Lipid storage S3: qHTS Assay for Lipid Storage Modulators in Drosophila S3 Cells; lipid storage change, negative = inhibition, % at the top dose, mostly 46.1 µM; hits show Potency in µM; Drosophila S3 cells, BODIPY lipid droplet fluorescence, 18-24 h; cells fed with added oleic acid; AID 2685; 320,000 tested, 0.64% active; active = well fitted inhibition curve with a large enough effect in the signal ratio, with a control signal flat, not every such curve was filed as active; inconclusive = small, poorly fitted or top-dose-only effect, or effect the other way, or a change in a side signal; the % refers to the signal ratio
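Drosophila S3 cells got compounds at several concentrations plus oleic acid (400 uM solution). Laser-scanning cytometry with 488 nm excitation read lipid droplets at 500-530 nm and cells at 575-640 nm. Percent activity was relative to 20 uM Triacsin C.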
Lipid storage S3 cell count max: second read-out of Lipid storage S3, no call of its own (marks repeat the call); cell number change, %; measured here: cell count max response;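 cells counted by Cell Tracker Red CMTPX staining in the red channel; peak over a dose series mostly up to 46.1 µM; percent activity relative to internal control wells on each plate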
Active calls of the source: *; i = inactive; ? = inconclusive; / = not tested or not shown; [ ] = another dose, or the depositor's remark. % is scaled to controls: 0 for no effect and ±100 for the full control effect; potency is read from the fitted curve at half-maximal effect. These rows are one share of the data (hit frequency here may not be typical).

Screens in order: Lipid storage S3	Lipid storage S3 cell count max
- COC(=O)c1sccc1NC(=O)CSc1cc(Cl)ccc1Cl
→ 8%	-16
- CCn1c(C)nc2cc(C(=O)NNC(=O)Nc3ccc(Cl)cc3)ccc21
→ 14%	-2
- O=C(CCCCCn1c(=S)[nH]c2ccsc2c1=O)NC1CCCCC1
→ ?	/
- C=CCNC(=O)C1CCN(c2cc(C)nc(-c3ccccc3)n2)CC1
→ ?	/
- C=C(C)CC(NCc1ccco1)c1ccc(OC)cc1 (stereo not given)
→ -6%	3
- CCN(CC(=O)Nc1ccc(OC)cc1)C(=O)Cc1cccs1
→ ?	/
- Cc1[nH]nc2c1C(C(C)c1ccccc1)C(C#N)=C(N)O2 (stereo not given)
→ 14%	18
- Cc1cc(C)nc(N2CCC(C(=O)Nc3ccc4c(c3)OCCO4)CC2)n1
→ 2%	-12
- CC(C)OCCCNC(=O)c1cc(Sc2ccc(F)cc2)nc2ccccc12
→ ?	/
- Cc1ccc(C)c(N2CCN(CCCNC(=O)CCn3c(=O)c4cccn4c4cccnc43)CC2)c1
→ i	/
- COc1ccc(NS(=O)(=O)c2c(F)cccc2F)cc1S(=O)(=O)N1CCOCC1
→ ?	/
- CCOc1ccc(OCCC(=O)OCC(=O)N2CCN(c3ccc(OC)cc3)CC2)cc1
→ ?	/
- COC(=O)/C=C1/N/C(=N\c2nc(C)cc(C)n2)N(c2ccc(C)c(C)c2)C1=O
→ i	/
- Cc1ccc2oc(=O)c3cnn(CC(=O)N4CCc5ccccc5C4)c3c2c1
→ -1%	7
- CC(=N\NC(=O)c1ccc([N+](=O)[O-])cc1)/C(=N/O)C(=O)Nc1ccccc1
→ ?	/
- COCCCn1c(SCC(=O)Nc2ccccc2F)nnc1-c1ccoc1C
→ ?	/
- COc1cccc(NC(=O)c2cnc(SC)nc2)c1
→ ?	/
- Cc1ccc(CNC(=O)COc2ccc(S(=O)(=O)N3CCCC3)cc2)cc1
→ i	18
- COc1cccc2cc(C(=O)NCCN3CCOCC3)c(=O)oc12
→ -12%	23
- CCOC(=O)C1(CCc2ccccc2)CCN(C(=O)c2cc(C)nc(C)n2)CC1
→ 10%	11
- O=C(COC(=O)COc1ccccc1F)Nc1ccc2c(c1)OCO2
→ ?	/
- CCCCNC(=O)C1CC(=O)N(c2ccc(OC)cc2)C1c1ccc(OC)cc1 (stereo not given)
→ -6%	16
- COc1ccc(NC(=O)CCN2C(=O)C3CC=C(Cl)CC3C2=O)cc1 (stereo not given)
→ 11%	8
- COc1ccccc1OCc1ccc(C(=O)N2CCN(C(=O)c3ccco3)CC2)cc1
→ ?	/
- COc1ccc(C2C(C(=O)Nc3cc(C)on3)c3ccccc3C(=O)N2C)cc1OC (stereo not given)
→ 9%	0
- Oc1ccc(C=NC2CCCCC2)c(O)c1
→ -4%	24
- Cc1cc(C)n(-c2nnc(C)n2/N=C/c2ccco2)n1
→ ?	/
- Cn1nnnc1Sc1ncnc2scc(-c3cccs3)c12
→ ?	/
- O=C(COC(=O)c1cccs1)Nc1cccc(S(=O)(=O)NC2=NCCCCC2)c1
→ ?	/
- O=C(c1ccccc1-c1ccccc1)N1CCCCC1
→ ?	/
- Cc1cc(NC(=O)COC(=O)CCS(=O)(=O)c2ccc(Cl)cc2)no1
→ ?	/
- CN1CCN(C(=O)C2=C[C@@H](c3ccccc3)C[C@@H](OCCCCO)O2)CC1
→ 5%	6
- CCN(C(=O)Cn1nc(C)c([N+](=O)[O-])c1C)C1CCS(=O)(=O)C1 (stereo not given)
→ i	/
- Cc1nnc(N(Cc2ccccc2)C(=O)c2cnccn2)s1
→ ?	/
- Cc1ccc2cc(C)c(SCC(=O)NCc3ccco3)nc2c1
→ ?	/
- O=C(NCCCc1ccccc1)C(=O)NCC1OCCN1S(=O)(=O)c1ccc(F)cc1 (stereo not given)
→ ?	/
- CCOc1ccc2nc(NCCCO)[nH]c2c1
→ -6%	4
- CC(C)(Oc1ccc(Cl)cc1)C(=O)N1CCC(C(N)=O)CC1
→ -18%	1
- O=C(CNCCc1ccccc1)Nc1ccc(C(=O)N2CCCCC2)cc1
→ -20%	13
- CCCCC1=CC2=CC(=O)C(C)(OC(=O)CC)C(=O)C2=CN1Cc1ccco1 (stereo not given)
→ -2%	-14
- Cn1cccc1Cc1nnc(SCC(=O)NCCc2ccccc2)n1-c1ccc(F)cc1
→ 9%[9.22 µM]	/
- CCN(CC(=O)Nc1c(F)cccc1F)C(=O)c1cc2ccccc2oc1=O
→ ?	/
- COc1ccc(S(=O)(=O)N2CCOCC2)cc1NC(=O)Cc1sc(C)nc1-c1ccc(F)cc1
→ ?	/
- NC(=O)[C@H]1CC2(CC(c3cccc(NC(=O)[C@H]4CCC(=O)N4)c3)=NO2)CN1C(=O)CC(c1ccccc1)c1ccccc1 (stereo not given in full)
→ 7%	10
- CC1(C)O[C@@H]2[C@H](O1)[C@@H](CO)O[C@H]2n1c(N2CCCCC2)nc2c(N)ncnc21
→ ?	/
- COc1ccc(/C=N/Nc2ncnc3sc4c(c23)CCCC4)cc1O
→ ?	/
- Fc1ccc(-c2csc(Nc3ccccn3)n2)cc1
→ ?	/
- CCOC(=O)c1cnc(-n2cc(C)cn2)nc1Nc1ccccc1OC
→ ?	/
- O=C(COC(=O)c1cc(Br)ccc1O)Nc1ccc2c(c1)OCCO2
→ 26%	9
- O=C(/C=C/c1ccc(O)c(O)c1)NC(=O)c1ccccc1O
→ ?	/

New compounds follow.
Screens in order: Lipid storage S3	Lipid storage S3 cell count max
- N/C(=N/O)c1cccn1Cc1ccccc1[N+](=O)[O-]
→ 12%	1
- COc1ccccc1C(=O)NC(=O)COC(=O)CNC(=O)c1ccccc1
→ ?	/
- CCCc1cc(C(=O)OCC(=O)N(CCC)c2c(N)n(Cc3ccccc3)c(=O)[nH]c2=O)sc1C
→ 11%	/
- CN(c1cccc(NC(=O)CN2C(=O)c3ccccc3S2(=O)=O)c1)S(C)(=O)=O
→ -51%	-7
- CC(NC(=O)CN(c1ccccc1F)S(C)(=O)=O)c1ccccc1 (stereo not given)
→ ?	/
- O=C(CO/N=C1\CCCc2nonc21)Nc1ccc(Br)cc1
→ ?	/
- CCOc1ccccc1N1CCN(CC(O)COc2ccc3c(C)cc(=O)oc3c2)CC1 (stereo not given)
→ ?	/
- N#Cc1c(NC(=S)NC(=O)C2CCCC2)sc2c1CCCCC2
→ ?	/
- CCCn1c(N2CCN(C)CC2)nc2c1c(=O)[nH]c(=O)n2C
→ 1%	-3
- O=C1COc2cc(S(=O)(=O)CCC(=O)N3CCCCC3)c(Cl)cc2N1
→ ?	/
- Oc1[nH]c2ccccc2c1N=NC(=S)NCCc1ccccc1
→ ?	/
- Cc1cc(F)ccc1NC(=O)C1CSC2(C)CCC(=O)N12 (stereo not given)
→ ?	/
- COC(=O)c1[nH]c2ccccc2c1NC(=O)CN1CCCc2ccccc21
→ ?	/
- CCc1nn(CC(=O)N2CCC(C)CC2)c(=O)c2cccn12
→ i	24
- Nc1nnc(SCc2ccccc2F)n1-c1ccccc1
→ ?	/
- Cc1nc(NCCc2ccc(O)cc2)c2nnn(Cc3ccccc3)c2n1
→ ?	/
- CC(CC(=O)c1cccs1)CC(=O)c1cccs1
→ i	/
- Cc1cc(=O)oc2c(C)c(OCC(=O)NCCCN3CCCC3=O)ccc12
→ i	-22
- COc1ccc(CCN(C)Cc2nc(-c3cnccn3)no2)cc1OC
→ ?	/
- Cc1ccc(NC(=O)CCCN2C(=O)/C(=C/C=C/c3ccccc3)SC2=S)cc1
→ 1%	-15

Some values from above:
For Lipid storage S3 cell count max, Cc1cc(=O)oc2c(C)c(OCC(=O)NCCCN3CCCC3=O)ccc12 has -22
For Lipid storage S3 cell count max, CCc1nn(CC(=O)N2CCC(C)CC2)c(=O)c2cccn12 has 24

(further entries)
Screens in order: Lipid storage S3	Lipid storage S3 cell count max
- CCN(CC(=O)Nc1ccc(NC(C)=O)cc1)C(=O)c1cc2c(s1)CCCC2
→ 14%	7
- O=S(=O)(c1ccc(Cl)cc1)N1CCN=C1SCc1ccc(Cl)c(Cl)c1
→ ?	/
- COc1ccccc1CNCC(=O)Nc1ccc(N2CCOCC2)cc1
→ ?	/
- COc1ccc(N2C(=O)CSC2c2ccccc2[N+](=O)[O-])cc1 (stereo not given)
→ -7%[9.22 µM]	3
- O=C1CSC(=Nc2ccccc2)N1Cc1ccccc1
→ 0%	1
- COC(=O)c1ccccc1N(C)S(=O)(=O)c1cc2c(cc1C)OCC(=O)N2
→ -1%	-5
- CCOC(=O)c1ccc2nc(NC(C)=O)sc2c1
→ ?	/
- COC(=O)c1ccccc1S(=O)(=O)N1CCn2cccc2C1C (stereo not given)
→ 17%	/
- Cc1nn(Cc2ccc(Cl)cc2)c(C)c1NC(=O)c1cc(-c2ccco2)on1
→ -14%	-18
- COc1ccc(NC(=O)CN(C)C(=O)Cc2c(C)nc3ccccc3c2C)cc1
→ ?	/
- O=C(c1cc(-c2cccnc2)nc2ccc(Br)cc12)N1CCN(c2ncccn2)CC1
→ ?	/
- O=C(Oc1ccc2c(=O)c(Cl)coc2c1)c1ccncc1
→ ?	/
- Cc1nn(C)c(C(=O)N/N=C/c2ccc(C(F)(F)F)cc2)c1[N+](=O)[O-]
→ ?	/
- CCC1C(=O)NCCN1C(=O)c1ccc2nc(Cc3ccc(OC)cc3)oc2c1 (stereo not given)
→ i	-6
- N/C(=N\OC(=O)Cc1cccs1)c1ccc([N+](=O)[O-])cc1
→ ?	/
- Nc1nonc1C(=O)NCCNC(=O)c1ccccc1F
→ 10%	7
- NC(=O)CC(NC(=O)c1ccccc1)c1ccc(NC2CCN(Cc3ccccc3)CC2)c([N+](=O)[O-])c1 (stereo not given)
→ ?	/
- Cc1ccc(CSC2=NCCN2C(=O)C2CC2)cc1
→ i	/
- Cc1cccc(NC(=O)c2cc(S(=O)(=O)N3CCCCC3)c[nH]2)c1C
→ ?	/
- COc1cccc2sc(NNC(=O)C3=COCCO3)nc12
→ -17%	-9
- COc1ccc2cc3cc(C(=O)N4CCCCCC4)oc3nc2c1
→ ?	/
- Cc1cc(C)nc(NC(=O)CCN2C(=O)c3ccccc3S2(=O)=O)n1
→ ?	/
- CN1C(=O)/C(=C/c2ccccc2F)Sc2ccc(C(=O)NCC3CCCO3)cc21 (stereo not given)
→ ?	/
- CCCNC(=O)c1ccc(S(=O)(=O)c2ccc(OC)cc2)c([N+](=O)[O-])c1
→ ?	/
- Cc1ccc(Nc2nc3ccccc3n3cnnc23)c(Cl)c1
→ 11%	5
- CCN(CC)CCCn1c2c(c(SCC(=O)Nc3ccc(OC(F)(F)F)cc3)nc1=O)CCC2
→ -3%	-15
- CCOC(=O)C1CCCN(S(=O)(=O)CCNC(=O)c2ccccc2)C1 (stereo not given)
→ 29%	15
- CCCCN(Cc1cc2cc(OC)ccc2[nH]c1=O)S(=O)(=O)c1ccc(C)cc1
→ -23%	5
- Clc1ccc(OCCN2CCCCC2)cc1Cl
→ ?	/
- CC(=O)Nc1cccc(OCCCNC(=O)C2CCC2)c1
→ 5%	-17

Rewritten field by field: part of the list above.
> CCN(CC)CCCn1c2c(c(SCC(=O)Nc3ccc(OC(F)(F)F)cc3)nc1=O)CCC2
  Lipid storage S3: -3%	Lipid storage S3 cell count max: -15
> CCOC(=O)C1CCCN(S(=O)(=O)CCNC(=O)c2ccccc2)C1 (stereo not given)
  Lipid storage S3: 29%	Lipid storage S3 cell count max: 15

Further records follow:
Screens in order: Lipid storage S3	Lipid storage S3 cell count max
- Nc1nnc(/C=C/c2ccccc2)s1
→ i	-4
- O=C(CSc1nc(=O)n(CCCN2CCOCC2)c2c1CCCC2)Nc1ccc(Cl)cc1
→ ?	/
- CCCc1ccc(OCc2ccccc2)c2c(=O)cc(C(=O)OCC)oc12
→ -2%	9
- O=C(c1ccc(Cl)cc1)C1CCN(C(=O)c2ccc(F)cc2)CC1
→ ?	/
- Cc1coc2c(C)c3oc(=O)c(CC(=O)N[C@@H](CC(C)C)C(=O)O)c(C)c3cc12
→ 16%	-3
- CC(NS(=O)(=O)c1ccc2c(c1)c(=O)n(C)c(=O)n2C)C(=O)NC1CCCCC1 (stereo not given)
→ i	20
- COc1ccc(OC)c2sc(NNC(=O)COc3ccccc3)nc12
→ ?	/
- COc1ccc(OC)c(S(=O)(=O)N2CCC(C(=O)NC3CCCC3)CC2)c1
→ ?	/
- CCOc1ccc2ncc(S(=O)(=O)c3ccc(C)cc3)c(N3CCC4(CC3)OCCO4)c2c1
→ -17%	-12
- CCN(C(=O)c1ccc(NC(=O)Cc2ccccc2)cc1)c1ccccc1
→ 9%	-5
- CSc1ccc(S(=O)(=O)N2CCC(C(=O)NCc3cccnc3)CC2)cc1
→ ?	/
- O=C(c1cc(COc2ccc(F)cc2Cl)on1)N1CCC(c2ccncc2)CC1
→ ?	/
- CCOc1ccc(C(C(=O)NC(C)(C)C)N(CCOC)C(=O)CCC(=O)Nc2ccccn2)cc1 (stereo not given)
→ ?	/
- O=S(=O)(c1ccc(-c2csc(Nc3ccc(Br)cc3)n2)cc1)N1CCCC1
→ ?	/
- O=C(NCc1ccc(Cl)cc1)c1cc2c(s1)CS(=O)(=O)C2
→ i	/
- O=C(Cc1csc(NC(=O)Nc2ccc(Cl)cc2)n1)NCc1ccccn1
→ i	/
- O=C(CSc1nc2ccccc2o1)N1CCOCC1
→ -22%	/
- CCC(C)NCC(=O)Nc1cc(S(=O)(=O)N(CC)c2ccccc2)ccc1Cl (stereo not given)
→ i	10
- c1ccc(Nc2nc(-c3cccs3)cs2)nc1
→ 3%	-16
- CC1CCN(C(=O)CSc2nnc3c(n2)[nH]c2ccc(F)cc23)CC1
→ ?	/

Screening results from PubChem BioAssay.
